SRC2 inh = inhibits human steroid receptor coactivator 2; HEK293 GAL4-SRC2 luciferase reporter, luminescence; inhibition, % at 9 µM; Q15596; 370,000 tested, 0.17% active;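 active = inhibition above the mean inhibition of all tested compounds plus 3 SD, set per campaign, cut at about 52% in these data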;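 also: 0% = DMSO treated cells and 100% = cells given Gossypol at 36 µM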
Target sequence (Q15596 whole entry, looked up, the tested form may be a part): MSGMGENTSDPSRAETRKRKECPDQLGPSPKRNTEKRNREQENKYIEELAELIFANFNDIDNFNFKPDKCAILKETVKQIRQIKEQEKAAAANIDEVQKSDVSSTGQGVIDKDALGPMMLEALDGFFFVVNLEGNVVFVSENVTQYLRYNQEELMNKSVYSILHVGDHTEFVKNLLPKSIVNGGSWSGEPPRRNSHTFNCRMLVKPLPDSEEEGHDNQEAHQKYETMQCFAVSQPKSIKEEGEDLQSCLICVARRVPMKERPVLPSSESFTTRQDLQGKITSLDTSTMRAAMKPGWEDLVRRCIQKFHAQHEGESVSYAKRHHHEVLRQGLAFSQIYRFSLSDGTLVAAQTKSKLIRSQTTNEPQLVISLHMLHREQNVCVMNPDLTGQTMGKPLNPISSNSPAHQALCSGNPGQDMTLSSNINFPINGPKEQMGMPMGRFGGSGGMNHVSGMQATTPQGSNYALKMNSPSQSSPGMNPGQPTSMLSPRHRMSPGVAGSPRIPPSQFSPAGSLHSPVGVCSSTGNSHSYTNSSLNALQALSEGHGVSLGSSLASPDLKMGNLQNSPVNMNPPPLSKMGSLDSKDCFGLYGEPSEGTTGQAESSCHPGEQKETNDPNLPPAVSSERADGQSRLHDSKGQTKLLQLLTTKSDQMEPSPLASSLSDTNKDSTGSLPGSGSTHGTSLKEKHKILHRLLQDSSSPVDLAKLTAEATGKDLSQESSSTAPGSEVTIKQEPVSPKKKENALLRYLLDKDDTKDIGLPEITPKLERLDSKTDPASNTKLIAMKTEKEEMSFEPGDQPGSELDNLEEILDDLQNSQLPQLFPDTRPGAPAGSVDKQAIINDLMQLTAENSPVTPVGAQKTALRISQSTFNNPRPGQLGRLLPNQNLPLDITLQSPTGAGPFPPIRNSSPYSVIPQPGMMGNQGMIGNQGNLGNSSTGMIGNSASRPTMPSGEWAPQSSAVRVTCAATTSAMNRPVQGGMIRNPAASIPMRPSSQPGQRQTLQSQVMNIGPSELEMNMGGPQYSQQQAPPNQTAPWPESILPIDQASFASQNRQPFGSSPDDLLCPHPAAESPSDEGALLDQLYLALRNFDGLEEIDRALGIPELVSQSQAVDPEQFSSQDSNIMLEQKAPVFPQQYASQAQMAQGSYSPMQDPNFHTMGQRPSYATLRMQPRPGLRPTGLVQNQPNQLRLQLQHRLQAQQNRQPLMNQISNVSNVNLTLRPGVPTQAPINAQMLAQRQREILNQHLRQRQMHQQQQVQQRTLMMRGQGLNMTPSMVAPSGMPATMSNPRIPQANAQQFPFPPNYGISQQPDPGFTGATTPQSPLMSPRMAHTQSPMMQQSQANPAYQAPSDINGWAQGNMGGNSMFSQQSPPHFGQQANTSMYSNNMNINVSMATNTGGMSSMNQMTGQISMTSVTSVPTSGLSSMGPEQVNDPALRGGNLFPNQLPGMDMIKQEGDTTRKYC
NCOA1 inh = human NCOA1 inhibition; Q15788; HEK293 GAL4-SRC1 luciferase reporter, luminescence; inhibition, % at 3.6 µM; 360,000 tested, 0.12% active; AID 588354;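 active = inhibition above the campaign mean plus 3 SD, with each screening campaign given its own cutoff, cut at about 60% in these data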;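 also: 0% = DMSO treated cells and 100% = gossypol at 36 µM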
TWEAK Fn14 block = TWEAK-Fn14 signaling inhibition | inhibition, % at 10 µM | AID 1159606 | TWEAK-stimulated Fn14 reporter cells, luciferase luminescence, 8 h | 360,000 tested, 2% active; in the data active = inhibition above about 50%
TRAIL sens C8 = sensitizes caspase-8 expressing cells to TRAIL | NB7+C8 cells + TRAIL, ATPlite viability luminescence | inhibition (viability loss, TRAIL sensitization), % at 10 µM | 360,000 tested, 1% active | AID 624354;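 active = compounds causing at least 50% loss of cell viability in the single-dose screen, relative to plate controls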
LMP1 NFkB inh = inhibitors of Epstein-Barr LMP1-induced NF-kappaB reporter; LMP1-induced NF-kappaB luciferase reporter cells, luminescence; inhibition, % at 12.5 µM; 350,000 tested, 0.69% active; in the data active = inhibition above about 41%;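 also: 0% = neutral control wells and 100% = reference inhibitor control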
NOD2-RIPK2 inh = inhibitors of human NOD2-RIPK2 interaction; inhibition, % at 4.98 µM; CHO BLA complementation NOD2-RIPK2, CCF4 ratio; 360,000 tested, 0.38% active; in the data active = inhibition above about 21%;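 also: 0% = vehicle only and 100% = reference blocker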
TLR9-MyD88 block = blocks human TLR9 binding to MyD88. CHO BLA complementation TLR9-MyD88, CCF4 FRET ratio. inhibition, % at 4.98 µM. 340,000 tested, 0.21% active. AID 504734;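 active = inhibition above the mean over all tested compounds plus 3 SD, cut at about 21% in these data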;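 also: 0% = DMSO only wells and 100% = clavulanate BLA inhibitor control wells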
TROY signal inh = inhibitors of TROY-dependent NF-kB signaling; Q293 LMP1-TROYcd NF-kB luciferase reporter, 4 h; inhibition, % at 10 µM; 360,000 tested, 0.98% active; AID 1347056;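 active = compounds whose plate-normalised and pattern-corrected inhibition of the luciferase reporter signal at the single screening dose is 50% or more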
COUP-TFII inh = inhibitors of human COUP-TFII (NR2F2) | 370,000 tested, 0.7% active | HEK293T NGFI-A luciferase reporter, luminescence | P24468 | inhibition, % at 8.6 µM;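 active = inhibition above a per-plate cutoff, mean inhibition of test wells between control levels plus 3 SD, cut at about 38% in these data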;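 also: cells cotransfected with COUP-TFII expression vector driving the NGFI-A reporter; 0% = median of COUP-TF2 test wells and 100% = reporter-only cells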
LRH-1 inv ag = NR5A2 inverse agonism in reporter assay. AID 602396. inhibition, % at 3.6 µM. 360,000 tested, 0.13% active. HEK293T StAR-luciferase reporter, LRH-1 transfected, 24 h. O00482;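 active = inhibition above the mean inhibition of all tested compounds plus 3 SD, cut at about 73% in these data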;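 also: 0% = DMSO wells and 100% = reporter-only cells lacking LRH-1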
NCOA3 inh = inhibitors of human steroid receptor coactivator 3 (SRC3). Q9Y6Q9. HEK293 GAL4-SRC3 luciferase reporter, luminescence. inhibition, % at 3.6 µM. 360,000 tested, 0.17% active;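 active = inhibition above a per-campaign cutoff, the mean of all compounds plus 3 SD, cut at about 60% in these data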;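 also: 0% = DMSO-treated cells and 100% = gossypol-treated cells at 36 µM; higher means less SRC3-driven luciferase light from the GAL4 reporter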
* = called active by the depositor; . = not tested or not shown.

SMILES	SRC2 inh	NCOA1 inh	TWEAK Fn14 block	TRAIL sens C8	LMP1 NFkB inh	NOD2-RIPK2 inh	TLR9-MyD88 block	TROY signal inh	COUP-TFII inh	LRH-1 inv ag	NCOA3 inh
COc1ccc(CNC(=O)[C@@H](NC(=O)C2CCN(C(=O)[C@@H](N)CCSC)CC2)C(C)C)cc1	-25	6	-20	-10	-6	-4	13	-11	3	7	12
O=C(COC(=O)COc1ccc(Cl)cc1)Nc1ncc(Br)s1	24	2	2	-8	-5	-6	-13	-21	-1	-12	-43
Cc1ccccc1CN1CCCC(C(=O)N2CCCCC2)C1 (stereo unspecified)	8	-3	3	-12	-4	-13	-5	6	-5	17	-12
COc1ccc(NC(=O)C(c2ccncc2)n2c(=O)c(-c3cc4ccccc4[nH]3)nc3ccccc32)cc1 (stereo unspecified)	-57	.	.	9	.	37*	.	.	-33	-34	.
CCOc1ccccc1NC(=O)CN1CCC(NC(=O)c2ccccc2)CC1	2	0	-4	-7	-2	-2	-9	-8	5	3	-4
CC1CCC(NC(=O)c2cccc(S(=O)(=O)NCc3ccccc3)c2)CC1 (stereo unspecified)	-7	2	-8	-2	0	-4	9	-12	20	25	1
C=CCOc1cccc(C2NC(=O)c3ccccc3O2)c1 (stereo unspecified)	-1	3	-1	-9	0	-8	-8	-27	2	-19	-18
COc1ccc(/C=C/C(=O)c2c(O)cc(OC)cc2OC)cc1	0	-40	44	20	.	-14	.	-55	-5	-27	-13
N/C(=N\OC(=O)c1cccc2ccccc12)c1ccc(Br)cc1	-19	2	-19	2	-4	9	5	-2	-11	11	9
Cc1nc2cc3nc(C(F)(F)F)[nH]c3cc2[nH]1	-3	5	-8	-1	-6	-5	-17	-13	-2	-9	3
O=C(Nc1ccc(Br)cc1)c1cc(-c2cccs2)on1	-51	-8	-47	9	-7	-4	2	-57	-2	0	-1
c1ccc(Cn2nnnc2CN2CCCC2)cc1	-1	-14	7	4	2	-1	-2	-4	-8	10	2
CN(C(=O)c1cccc(NC(=O)Cc2ccc(NC(=O)C3CCCN(C(=O)C4CC4)C3)cc2)c1)C1CC1 (stereo unspecified)	-18	9	-4	-3	1	4	-16	-5	-22	21	-14
CCOCCCNC(=O)CCc1ccc(-n2cnc3cccnc32)cc1	1	9	1	-5	-9	-11	1	-10	4	14	11
CSc1nc(-c2ccc(N(C)C)cc2)c(C#N)c(=O)n1C	-42	-41	-57	0	-30	-56	-3	-74	-46	-25	-49
CCc1nc(N2CCCCC2C(=O)O)c2oc3ccccc3c2n1 (stereo unspecified)	-21	-10	-27	-10	-10	-8	3	-4	-2	3	17
COc1ccc(C(=O)N/N=C/c2ccc(OC(=O)c3cccs3)cc2)cc1	-13	-31	-13	12	-6	0	0	-28	-11	-1	-5
CCc1nc(SCC(=O)NCCc2ccccc2)c2c(=O)n(C)c(=O)n(C)c2n1	-13	1	2	7	-1	-17	0	4	13	6	2
CCn1c(C)nc2cc(S(=O)(=O)N3CCCC3)ccc21	17	-8	2	8	-2	1	6	5	10	8	11
Cc1cccc(CC(=O)NC2CCCCCC2)c1	-70	-11	-6	17	6	-5	-8	-10	-5	-10	-32
CCC1CCC/C1=N\NC(=O)c1cc(C)[nH]n1 (stereo unspecified)	-18	-11	0	-1	-3	3	3	1	-4	-27	2
CC(=O)c1ccc(NC(=O)c2sc3nc4n(c(=O)c3c2C)CCCCC4)cc1	-21	-21	-22	11	-8	-6	-9	-14	-29	-56	-44
Cn1ncc(N=Cc2c(O)ccc3ccccc23)c1C(=O)N1CCOCC1	-16	-8	11	-4	-3	2	-7	4	4	-19	-11
Cc1ccc(-c2c3c(=O)n(C)c(=O)n(C)c3cn2CCCN2CCOCC2)cc1	-7	-4	-4	-9	-7	-1	-8	-1	-6	-1	-6
CC1=NN(C(=O)c2ccccc2)C(O)(c2ccc(Br)cc2)C1 (stereo unspecified)	-69	-71	8	7	10	-5	-8	-39	-39	-147	-31
CCOc1ccc(NC(=O)COc2ccccc2C(=O)NCc2ccccc2)cc1	-8	6	-26	-6	-10	-3	-1	-11	0	26	10
NC(=O)C1CCN(c2nc(-c3ccccc3)nc3ccccc23)CC1	5	-12	17	-4	-9	-2	-7	4	3	32	9
COc1ccccc1-n1cc(CN2CCN(CC=C(C)C)C(CCO)C2)cn1 (stereo unspecified)	-27	3	-15	14	-4	-1	1	-12	8	17	4
CCOc1ccc(CN2CCC(n3nccc3NC(=O)CCCc3ccccc3)CC2)cc1	23	20	0	15	10	5	1	4	12	-6	22
CCOC(=O)c1sc(NC(=O)c2ccoc2C)c(C(N)=O)c1C	3	6	-14	-5	-2	-3	5	16	-21	-7	4

Marked active in NOD2-RIPK2 inh, among the entries above:
SMILES,SRC2 inh,NCOA1 inh,TWEAK Fn14 block,LMP1 NFkB inh,NOD2-RIPK2 inh,TLR9-MyD88 block,COUP-TFII inh,LRH-1 inv ag,NCOA3 inh
COc1ccc(NC(=O)C(c2ccncc2)n2c(=O)c(-c3cc4ccccc4[nH]3)nc3ccccc32)cc1 (stereo unspecified),-57,.,.,.,37*,.,-33,-34,.

Following part.
SMILES	SRC2 inh	NCOA1 inh	TWEAK Fn14 block	TRAIL sens C8	LMP1 NFkB inh	NOD2-RIPK2 inh	TLR9-MyD88 block	TROY signal inh	COUP-TFII inh	LRH-1 inv ag	NCOA3 inh
OC(COc1ccccc1)CN1CCCC1 (stereo unspecified)	-20	-2	-6	-2	4	0	-15	-2	15	5	11
Cc1ccc(NC(=O)NC2CCN(CC(=O)Nc3nccs3)CC2)cc1	5	-5	-5	3	-3	-3	-1	5	3	2	-4
COc1cccc(NC(=O)CN(c2ccccc2OC)S(=O)(=O)c2cccs2)c1	-1	-19	28	-10	2	-12	-1	-6	8	3	-9
CCC(=O)Nc1sc2c(c1C#N)CC(C)(CC)OC2 (stereo unspecified)	13	-17	9	-8	-5	-4	6	-20	-1	-8	3
O=c1c(C(c2ccccc2)c2c(O)sc3ccccc3c2=O)c(O)sc2ccccc12	-12	0	9	-1	-11	-3	-8	8	-6	-7	17
CCn1nnnc1-c1ccc(OC)c(S(=O)(=O)Nc2ccccc2OC)c1	3	10	-1	-8	-5	5	5	-12	-2	16	-8
CCCC(=O)Nc1nnc(-c2ccccc2)o1	-2	11	9	12	-7	-17	4	-5	0	6	-20
COc1cccc(C(=O)Nc2ccc(NC(=O)C(C)C)nc2)c1	-4	-13	0	5	-7	4	9	-4	-10	-8	5
CCOc1ccc(N(CC(=O)Nc2c(C)n(C)n(-c3ccccc3)c2=O)S(=O)(=O)c2ccccc2)cc1	26	-20	21	-3	1	-3	-1	2	7	7	-1
COCCC(=O)N(Cc1ccc2c(c1)OCO2)C(C(=O)NC1CCCCC1)c1ccncc1 (stereo unspecified)	-6	-4	-5	-1	2	-1	3	-5	-2	-8	-6
c1cc(-c2nnc3n2CCCCC3)ccn1	-9	-12	0	-3	0	-4	2	-4	2	-3	6
CCOC(=O)c1cccc(NC(=O)c2cnccn2)c1	-18	-12	-26	0	-44	3	1	-24	-7	-11	-21
CC(=O)c1cccc(NC(=O)Nc2cccnc2)c1	13	57	41	1	34	5	-6	15	30	18	48
CC(C)(C)[C@H]1COC(=O)CCCC/C=C\C[C@H](CC(=O)N(CCO)Cc2ccccc2)C(=O)N1	-14	-20	18	0	-11	0	-6	-13	-1	10	-9
CC(C)OC1(c2ccccc2)OC(=O)c2ccccc21 (stereo unspecified)	-12	-33	2	10	-3	-2	3	-9	10	-4	-25
COc1ccc(C(=O)NNC(=O)CCC(=O)NNC(=O)c2ccc(OC)cc2)cc1	8	-5	-4	-6	0	7	-7	-12	-12	-7	8
CC(CCN1CCC(CN2C(=O)C(=O)NC[C@@H]2Cc2ccccc2)CC1)c1ccccc1 (stereo partly specified)	14	-11	19	3	2	7	0	0	-8	3	-3
CC1(C)Cc2c(sc3c2c(=N)n(Cc2ccco2)c(=O)n3Cc2ccccc2)CO1	-8	4	10	-14	10	1	-2	3	1	6	-11
C=CCc1ccc(OCC(O)CN2CCN(c3ccccc3OC)CC2)c(OC)c1 (stereo unspecified)	-19	6	0	5	-3	-60	-5	-6	8	7	-4
COc1ccc2c(C)cc(SCC(=O)Nc3cccnc3Cl)nc2c1	1	-27	-10	-13	-5	4	2	6	11	24	13
CSc1cccc(NS(=O)(=O)c2cccs2)c1	-20	-1	-3	-10	4	-3	-1	14	-2	-1	-2
C=CCn1c(SCC(=O)C(C)(C)C)nnc1-c1cccs1	-5	2	1	13	-2	5	0	-15	-3	-7	-8
CCCN(CCC)CCCNC(=O)c1cc2c(=O)[nH]c3ccccc3c2n1C	3	-9	-20	5	-9	-5	-5	7	-5	-11	-9
CNC(=O)c1ccc(CN(C)C(=O)c2cccc(S(=O)(=O)N3CCc4ccccc4C3)c2)cc1	19	14	7	-19	-2	0	-15	-6	-6	-5	18
CCN(c1cccc(C)c1)S(=O)(=O)c1ccc2c3c(cccc13)C(=O)N2	5	10	16	2	-13	-3	9	-11	5	-2	13
CN(C)C(=O)c1cccc(-c2ccc3nncn3c2)c1	-16	8	22	-7	.	-9	.	0	-6	18	1
Cc1ccc(-c2nc3ccccc3o2)cc1NC(=S)NC(=O)c1cc2ccccc2o1	-12	-36	-80	9	-91	-4	1	-4	-41	-29	-32
O=C(/C=C/c1cccc(F)c1)NCc1ccc2c(c1)OCO2	4	-20	0	-9	-8	8	-3	-30	-14	-14	-3
COc1ccc(CC(=O)NCC(=O)N=Nc2c(O)[nH]c3ccccc23)cc1	-12	-15	0	-12	-2	2	4	20	8	3	-17
Cc1ccc(NC(=O)C2CCC(C(C)(C)C)CC2)cc1S(=O)(=O)N1CCOCC1 (stereo unspecified)	40	11	44	16	3	-7	-8	29	16	12	8
CN(c1ccccc1)S(=O)(=O)c1nnc(NC(=O)c2ccco2)s1	21	0	13	7	0	-8	3	-35	4	0	-5
COc1cccc(NC(=O)C2CC(=O)N(Cc3ccco3)C2)c1 (stereo unspecified)	9	-6	31	-19	0	-8	14	0	7	17	16
O=[N+]([O-])c1ccc(N2CCOCC2)cc1	-7	-9	2	-2	0	-7	-1	-18	8	-16	-13
COc1ccccc1N(CC(=O)Nc1ccc2c(c1)OCCO2)S(C)(=O)=O	0	-4	7	6	-1	5	7	-7	-7	9	5
O=C(/C=C/c1ccc(OCCCF)cc1)NCc1cccc(Cl)c1	-25	-26	-5	-4	4	-4	-1	-12	-8	29	13
CN(C)S(=O)(=O)c1ccc(NC(=O)Cn2ccsc2=N)cc1	-13	-9	8	-8	1	-4	10	17	-1	9	19
CS(=O)(=O)Nc1nnc(SCC(=O)N(c2ccccc2)c2ccccc2)s1	-10	-21	-20	1	-10	8	-5	-22	-15	1	15
NC(=O)CSc1nnc(NC(=O)C2CC(=O)N(c3ccc(F)cc3)C2)s1 (stereo unspecified)	16	4	20	-9	8	-2	-5	12	11	-12	-17
CCC(c1nnnn1C(C)(C)CC)N(CCCO)Cc1cc2cc(C)cc(C)c2[nH]c1=O (stereo unspecified)	19	-18	-5	3	8	-5	-10	-3	-10	12	-12

Of the compounds above, these have a cyano group.
SMILES	SRC2 inh	NCOA1 inh	TWEAK Fn14 block	TRAIL sens C8	LMP1 NFkB inh	NOD2-RIPK2 inh	TLR9-MyD88 block	TROY signal inh	COUP-TFII inh	LRH-1 inv ag	NCOA3 inh
CSc1nc(-c2ccc(N(C)C)cc2)c(C#N)c(=O)n1C	-42	-41	-57	0	-30	-56	-3	-74	-46	-25	-49
CCC(=O)Nc1sc2c(c1C#N)CC(C)(CC)OC2 (stereo unspecified)	13	-17	9	-8	-5	-4	6	-20	-1	-8	3

The list is partial; rates above refer to the full screens.
